# Assay outcomes as filed in PubChem BioAssay.
# Rin1-Abl PPI inh: human Rin1-Abl interaction inhibition; P00519+Q13671; TR-FRET Rin1/Abl binding, biochemical; inhibition, % at 7.35 µM; hit rate 0.4% among 360,000; AID 588664; in the data active = inhibition above about 5%, passing the limit was not always enough
# Neddyl block: inhibitors of human cullin neddylation | P61081+Q13564 | TR-FRET cullin neddylation, biochemical | calls only at 25 µM | hit rate 0.58% among 360,000; in the data active = inhibition above about 36%
# SKN-1 inh: C. elegans SKN-1 inhibition; C. elegans VP596 Pgst-4::GFP/RFP ratio, acrylamide-induced, 24 h; inhibition, % at 21.8 µM; hit rate 0.49% among 360,000; AID 624304;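 active = interference check ratio from 0.5 to 1.5 plus GFP to RFP signal ratio inhibition reaching or exceeding a fixed threshold, cut at about 30% in these data, passing the limit was not always enough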; also: some compounds called inactive have numbers as strong as hits
# NadD block: blocks S. aureus nicotinate mononucleotide adenylyltransferase. inhibition, % at 20 µM. AID 602399. hit rate 0.78% among 360,000. purified NadD enzyme, colorimetric absorbance read-out; in the data active = inhibition above about 26%; also: some compounds past the cut are filed as inactive
# Rpn11 block: blocks the human proteasome subunit Rpn11; O00487; human 26S proteasome, Ub4-pepOG fluorescence polarization; 20S core pre-blocked with epoxomicin; calls only at 20 µM; hit rate 0.59% among 360,000; AID 588493;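 active = inhibition at 20 µM, scaled to each plate's controls, above about 33%, limit read from the data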
# MT1-MMP act inh: inhibitors of human MT1-MMP activation; AID 651647; P50281; HT1080 RFP-PRO-GFP cells, GFP/RFP ratio fluorescence, overnight; percent of plate control window, DMSO zero; hit rate 0.061% among 360,000; GFP/RFP ratio change, % at 20 µM;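 active = GFP/RFP ratio change of at least 30% with cell ATP level not reduced by more than half and red fluorescence within 50% of control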; also: strong numbers were not always called active
#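 Assay system: RFP-PRO-GFP reporter HT1080 cells; read-out basis: GFP/RFP fluorescence ratio; benchmarks: DMSO wells and RFP-L50D-GFP cells; doses: 20 µM single dose, 1% DMSO; schedule: overnight cell settling, then overnight compound exposure, 37 °C, 5% CO2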
# CSN inh: CSN deneddylation inhibition; Q92905; Purified CSN, SCF-Nedd8-OG deneddylation, fluorescence polarization; inhibition, % at 12.5 µM; hit rate 0.38% among 360,000;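 active = pattern-corrected inhibition above about 35%, with an unprinted fluorescence ratio check between 0.5 and 1.5, limit read from the data, passing the limit was not always enough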;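 also: 0% = enzyme with substrate and 100% = substrate without enzyme; some results filed as inactive read as strong as hits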
#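 Assay system: HEK293T-derived human Csn5 enzyme; quantity: 0.24 nM enzyme; medium: Tris/NaCl/DTT buffer, pH 7.5; also added: substrate SCFSkp2-Nedd8OG, 10 nM; doses: 12.5 µM compound; schedule: 90 min reaction at room temperature; signal: FP; read-out: % inhibition of substrate cleavage by Csn5; benchmarks: substrate-only high control, full reaction low control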
# PABP1 MLLE inh: inhibitors of microRNA-mediated deadenylation, human PABP1 MLLE binding | hit rate 0.36% among 360,000 | AID 588489 | GST-MLLE / FITC-PAM2 fluorescence polarization | inhibition, % at 20 µM | P11940; in the data active = inhibition above about 35%, passing the limit was not always enough;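 also: plate controls were DMSO wells with GST-MLLE for no effect and wells lacking GST-MLLE protein for full effect; some results filed as inactive read as strong as hits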
# FAS TE block: FAS thioesterase (human) inhibition; recombinant FAS-TE, OMFH fluorogenic substrate, fluorescence endpoint; P49327; inhibition, % at 15 µM; hit rate 0.67% among 360,000;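 active = compounds whose normalised, plate-corrected inhibition of enzyme fluorescence in the single-dose primary screen is 50% or more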;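 also: 0% = DMSO with enzyme and 100% = substrate without enzyme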
# Target sequence (P49327 whole entry, looked up): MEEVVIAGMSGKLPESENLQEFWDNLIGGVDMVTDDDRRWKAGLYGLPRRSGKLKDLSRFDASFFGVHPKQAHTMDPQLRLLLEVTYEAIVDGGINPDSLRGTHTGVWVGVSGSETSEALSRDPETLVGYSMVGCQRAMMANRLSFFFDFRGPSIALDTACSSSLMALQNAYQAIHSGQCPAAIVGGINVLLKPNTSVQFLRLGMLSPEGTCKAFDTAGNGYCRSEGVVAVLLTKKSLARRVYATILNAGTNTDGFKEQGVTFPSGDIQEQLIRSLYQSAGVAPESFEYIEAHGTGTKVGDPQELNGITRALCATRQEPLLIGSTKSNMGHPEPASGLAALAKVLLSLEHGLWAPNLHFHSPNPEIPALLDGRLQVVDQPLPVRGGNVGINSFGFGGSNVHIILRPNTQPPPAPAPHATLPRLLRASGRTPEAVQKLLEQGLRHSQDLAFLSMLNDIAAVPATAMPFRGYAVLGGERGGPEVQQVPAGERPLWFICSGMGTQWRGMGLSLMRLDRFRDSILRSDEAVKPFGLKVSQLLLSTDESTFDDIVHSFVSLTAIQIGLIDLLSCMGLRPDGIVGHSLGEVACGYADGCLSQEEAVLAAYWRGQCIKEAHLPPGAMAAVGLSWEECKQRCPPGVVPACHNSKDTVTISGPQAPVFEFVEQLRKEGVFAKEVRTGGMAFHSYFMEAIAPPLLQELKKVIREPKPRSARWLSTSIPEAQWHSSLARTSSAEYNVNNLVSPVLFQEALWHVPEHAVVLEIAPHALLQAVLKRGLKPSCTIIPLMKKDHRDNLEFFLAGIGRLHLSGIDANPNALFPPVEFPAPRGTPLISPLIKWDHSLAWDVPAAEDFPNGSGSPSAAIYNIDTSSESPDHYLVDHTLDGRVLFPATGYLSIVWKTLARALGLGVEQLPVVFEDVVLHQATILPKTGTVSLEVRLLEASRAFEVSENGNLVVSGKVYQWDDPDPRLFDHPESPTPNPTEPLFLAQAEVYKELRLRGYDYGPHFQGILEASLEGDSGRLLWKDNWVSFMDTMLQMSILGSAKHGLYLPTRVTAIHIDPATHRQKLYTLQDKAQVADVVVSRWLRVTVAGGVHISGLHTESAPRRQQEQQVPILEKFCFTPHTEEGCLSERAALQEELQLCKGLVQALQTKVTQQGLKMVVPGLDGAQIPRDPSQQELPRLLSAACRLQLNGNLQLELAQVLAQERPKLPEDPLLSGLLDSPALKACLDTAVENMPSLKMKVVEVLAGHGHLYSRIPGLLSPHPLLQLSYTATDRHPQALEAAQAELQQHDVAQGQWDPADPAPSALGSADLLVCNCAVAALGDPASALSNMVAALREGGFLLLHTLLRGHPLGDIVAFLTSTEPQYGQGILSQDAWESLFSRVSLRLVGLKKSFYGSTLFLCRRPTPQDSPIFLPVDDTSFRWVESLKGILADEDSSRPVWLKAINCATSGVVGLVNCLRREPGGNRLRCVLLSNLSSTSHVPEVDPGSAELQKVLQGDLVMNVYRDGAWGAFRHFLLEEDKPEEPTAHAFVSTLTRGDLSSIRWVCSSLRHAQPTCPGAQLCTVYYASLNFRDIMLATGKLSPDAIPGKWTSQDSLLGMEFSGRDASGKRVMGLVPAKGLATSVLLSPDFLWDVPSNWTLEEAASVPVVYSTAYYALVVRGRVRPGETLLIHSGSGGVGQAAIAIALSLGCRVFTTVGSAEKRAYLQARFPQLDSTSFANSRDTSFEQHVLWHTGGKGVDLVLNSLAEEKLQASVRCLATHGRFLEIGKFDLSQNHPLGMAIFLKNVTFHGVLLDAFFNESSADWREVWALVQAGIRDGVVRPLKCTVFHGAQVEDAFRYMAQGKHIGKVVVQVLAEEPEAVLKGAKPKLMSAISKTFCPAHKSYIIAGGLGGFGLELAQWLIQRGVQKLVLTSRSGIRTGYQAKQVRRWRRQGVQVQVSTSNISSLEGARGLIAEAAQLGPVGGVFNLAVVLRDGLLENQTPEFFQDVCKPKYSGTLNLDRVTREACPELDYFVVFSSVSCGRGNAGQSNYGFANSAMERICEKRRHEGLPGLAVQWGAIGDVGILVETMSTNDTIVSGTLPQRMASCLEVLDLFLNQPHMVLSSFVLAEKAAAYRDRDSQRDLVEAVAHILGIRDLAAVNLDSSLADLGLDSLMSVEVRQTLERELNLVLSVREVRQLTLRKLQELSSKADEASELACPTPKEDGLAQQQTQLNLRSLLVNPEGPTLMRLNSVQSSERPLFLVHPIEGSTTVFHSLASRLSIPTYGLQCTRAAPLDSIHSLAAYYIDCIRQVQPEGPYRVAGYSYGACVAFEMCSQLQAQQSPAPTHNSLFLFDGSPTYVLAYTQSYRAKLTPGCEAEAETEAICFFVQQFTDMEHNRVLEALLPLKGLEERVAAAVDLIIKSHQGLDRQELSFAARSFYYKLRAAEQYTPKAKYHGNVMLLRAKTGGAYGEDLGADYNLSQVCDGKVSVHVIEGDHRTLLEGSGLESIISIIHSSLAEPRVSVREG
# * hit, by the source's call; i = inactive; nt = no result given; + = active, no number.
SMILES,Rin1-Abl PPI inh,Neddyl block,SKN-1 inh,NadD block,Rpn11 block,MT1-MMP act inh,CSN inh,PABP1 MLLE inh,FAS TE block
CC1CCCC(NC(=O)CCCn2c(=O)[nH]c3cc(Cl)ccc3c2=O)C1C (centres undefined),0,i,27,6,i,9,2,1,5
CCOC(=O)N1CCN(C(=O)c2ccc(N3CCCC3=O)cc2)CC1,-2,i,-1,-3,i,5,2,0,-6
CN(C)c1ccc2c(c1)OC(N)=C(C#N)C2c1cccc(F)c1 (centres undefined),-18,i,-1,6,nt,-306,52,-42,-46
O=C(CCC1CCCCC1)NCCN1C2=NC[C@H](Cc3ccc(O)cc3)N2C[C@H]1Cc1ccc(O)cc1,3,i,8,7,i,2,-3,-7,-2
CC1CCC(NC(=O)c2ccc(-n3cncn3)c([N+](=O)[O-])c2)CC1 (centres undefined),3,i,1,-3,i,1,0,5,-4
CC1=CN2C(=N)/C(=C/c3ccc(C)o3)C(=O)N=C2S1,-2,i,13,0,i,4,-10,4,-14
Cc1cc(N)n2nc(-c3ccc(C(C)(C)C)cc3)cc2n1,1,+,19,-2,i,2,8,-17,14
COc1ccc(N2CCN(CCNS(=O)(=O)c3cccc4nsnc34)CC2)cc1,-3,i,2,7,i,-1,2,-7,-8
CC1(C(=O)NCC2CCCCC2)CCN1C(=O)Cc1ccc(-c2ccccc2)cc1 (centres undefined),-3,i,-6,-6,i,3,2,3,23
CNc1nc(C)c(C(C)=O)cc1C#N,1,i,-7,-4,i,-4,3,-3,-6
O=C(Cc1ccc(Cl)cc1)N1CCN(c2ccccc2)CC1,2,i,4,1,i,-2,-3,4,-2
COCCNC(=O)c1cc2cc(Cl)cc(Cl)c2oc1=O,0,i,9,-6,i,-10,1,32,-4
Cc1ccc(-c2ccc(C(=O)O)[nH]2)cc1,2,i,5,0,i,2,-2,-3,-10
O=C(Nc1ccccc1)N1CCC(O)(c2cccc(C(F)(F)F)c2)CC1,0,i,15,-2,i,0,0,-3,2
Cc1cc(S(=O)(=O)Nc2cccc([N+](=O)[O-])c2)c(C)s1,-2,i,8,-11,i,-2,0,-1,7
c1ccc(-c2cn(C[C@H]3CC[C@@H]([C@@H]4CC[C@H](Cn5cc(-c6ccccn6)nn5)O4)O3)nn2)nc1,-3,i,-11,0,i,4,-5,3,-18
CCCCc1cc(=O)oc2cc(C)cc(OCC(=O)NCc3ccccn3)c12,1,nt,5,7,i,1,-4,-6,17
c1ccc(-c2noc(C3CCC3)n2)nc1,1,i,-1,-3,i,2,-2,-2,-5
COc1cc(-c2nnc(COC(=O)CSCC(=O)Nc3cc(C)on3)o2)cc(OC)c1OC,3,i,24,-1,i,2,1,-1,-6
O=C1N=C(N2CCOCC2)S/C1=C/c1ccc(-c2ccc(F)cc2)o1,-5,i,0,-1,i,-12,6,-5,2
CC(NC(=O)NNC(=O)c1ccncc1)(C(F)(F)F)C(F)(F)F,-2,i,-5,2,i,0,-3,-7,-6
COc1ccccc1NC1CCCCC1NS(=O)(=O)c1ccc(C)cc1 (centres undefined),-3,i,13,-1,i,2,-3,6,11
CCCCCCC1(C)NC(=S)N(c2ccccc2)N1 (centres undefined),-1,i,3,1,i,0,22,1,1
O=C1N[C@@H](Cc2ccccc2)COC(=O)[C@H](Cc2ccc(F)cc2)C/C=C\C[C@H]1CC(=O)N(CCO)Cc1ccccc1,-4,i,3,-2,i,-5,-4,11,18
CCN(CC)c1ccc(/C=N/NC(=O)Cc2cccs2)cc1,2,nt,3,-5,i,0,5,10,-7
Cc1noc(C)c1NC(=O)N(C)C[C@@H]1Oc2ccc(NS(=O)(=O)c3c(C)noc3C)cc2C(=O)N([C@H](C)CO)C[C@H]1C,2,i,2,-2,i,3,1,-9,-12
O=C(NCCc1ccccc1)C1CCC(Cn2c(=O)c3ccccc3n(Cc3cccnc3)c2=O)CC1 (centres undefined),-2,i,2,9,i,-3,-6,14,-2
Cc1cc(C(=O)OCC(=O)NC2CC2)ccc1[N+](=O)[O-],0,i,-6,-1,i,2,1,1,0
CCOc1ccccc1C(=O)Nc1ccc(S(=O)(=O)Nc2nccc(C)n2)cc1,3,i,8,-2,i,-2,1,15,-1
CCOc1ccc2nc(SCC(=O)Nc3ccc(S(=O)(=O)N4CCCC4)cc3)c(C)cc2c1,3,i,5,17,i,-3,0,4,18
COc1ccc(S(=O)(=O)N2CCOCC2)cc1NC(=O)c1ccc(SC)cc1OC,2,i,7,-2,i,4,1,-6,32
CC(C)CN(C(=O)COC(=O)c1ccccn1)c1c(N)n(Cc2ccccc2)c(=O)[nH]c1=O,-3,i,-1,2,i,2,-3,-3,-2
O=C(O)CC1=C(O)C(=O)N(c2ccccc2)C1c1ccc(Cl)cc1 (centres undefined),-1,i,13,-4,i,3,3,4,-3
COc1cc2c(cc1OC)C(=O)N1[C@H]3c4ccccc4OC[C@@H]3[C@H](c3ccccc3)[C@]1(C)C(=O)N2,1,i,6,-5,i,-10,3,6,31
Cc1cc(C(=O)COC(=O)C2=NN(c3ccccc3)C(=O)CC2)c(C)n1CC(F)(F)F,1,i,6,5,i,-1,-3,4,2
CC1C=CCC2C(=O)N(c3cccc(C(=O)NCc4ccccc4)c3)C(=O)C12 (centres undefined),7.8*,i,18,2,i,0,0,6,2
CCCCn1c(-c2nn(C)c(C)c2Cl)n[nH]c1=S,0,i,13,3,i,2,1,4,-8
COC(=O)c1ccc2c(c1)NC1=C(C(=O)CC(C)(C)C1)C(c1ccncc1)N2 (centres undefined),1,i,5,-5,i,-4,4,-10,-4
COc1ccccc1NC(=O)C(C)OC(=O)c1cccc(-n2cnnn2)c1 (centres undefined),3,i,4,-7,i,3,-5,3,2
O=C(c1csc2c1CCCC2)N1CCN(c2ccc(F)cc2)CC1,-1,i,-10,3,i,-8,-10,14,8
CCCN1C(=O)/C(=C2\SC(N3CCCCC3)=NC2=O)c2ccccc21,-6,i,6,10,i,10,-1,-3,11
O=C(O)c1c(Cl)nc2ccccn12,0,i,7,-1,i,-1,3,3,-4
Cc1cc(C(=O)N2CCCC(N3CCN(c4cccc(C(F)(F)F)c4)CC3)C2)no1 (centres undefined),2,i,10,3,i,-5,-3,6,2
Cn1c(CCNC(=O)c2ccco2)nc2cc(NC(=O)c3ccccc3)ccc21,-3,i,5,3,i,0,1,0,-7
COc1cccc(C2CC(=O)N3CN(c4cccc(Cl)c4C)CSC3=C2C#N)c1OC (centres undefined),2,i,9,5,i,3,5,-29,3
Cc1ccc2nc3sc(C(=O)NCc4ccco4)c(N)c3cc2c1,-4,i,-10,11,i,-8,6,-6,-12
O=C1Nc2ccccc2C12OCCCCO2,0,i,-2,-1,i,2,-3,-11,-3
OCCCN1CNC(=S)NC1,-3,i,16,-2,i,-1,0,-125,-10
O=C(COC(=O)c1nc(Cl)ccc1Cl)NC(=O)c1ccccc1,-4,i,4,-6,i,0,-6,2,-1
COc1ccc(N2CCN(Cc3cc(=O)c(OCC(=O)Nc4ccccc4)co3)CC2)cc1,-2,i,5,4,i,-2,-2,4,-4
O=C(CSc1ccc(Cl)cc1)Nc1nnc(-c2cccc([N+](=O)[O-])c2)s1,-2,i,1,15,i,-8,-1,12,12
O=C(O)/C=C/c1coc2ccc(F)cc2c1=O,1,i,-2,-2,i,-2,-10,-4,-4
O=C1NC(=O)/C(=C/c2ccccc2Cl)N1,3,i,-8,-3,i,-3,2,-125,-5
C=CCC1NS(=O)(=O)OCC1C(C)C (centres undefined),1,i,10,-5,i,1,-1,4,-9
Cc1cc(C)cc(NC(=O)CCn2c(=O)c3cccn3c3ccccc32)c1,0,i,22,0,i,-7,2,-4,12
Cc1ccccc1C(=O)NC(=S)Nc1ccc(S(=O)(=O)N2CCOCC2)cc1,5,i,-2,0,i,24,0,23,11
CNc1ccc(OC)cc1-n1cnc(-c2ccc([N+](=O)[O-])cc2)c1,-2,i,-5,-3,i,0,3,-13,2
Cc1cc(C)c(NC(=S)NC(CO)(CO)CO)c(C)c1,2,i,17,-9,i,2,-3,11,-8
C[C@@H]1COC(=O)[C@@H](Cc2ccc(F)cc2)CC/C=C\C[C@@H](CC(=O)NCCO)C(=O)N1,4,i,17,-3,i,1,4,4,-10
Cc1ccc(OCC(=O)NCc2ccccn2)cc1,0,i,9,8,i,0,-7,-7,-4
# (cont.)
SMILES,Rin1-Abl PPI inh,Neddyl block,SKN-1 inh,NadD block,Rpn11 block,MT1-MMP act inh,CSN inh,PABP1 MLLE inh,FAS TE block
FC(F)(F)c1ccc(-c2nc3ccccc3s2)cc1,-2,i,9,-3,i,3,-1,5,0
NC(=O)[C@@H]1CC2(CC(c3cccc(NC(=O)COc4ccc(Cl)cc4)c3)=NO2)CN1C(=O)COc1ccc(Cl)cc1 (some centres undefined),2,i,2,48*,i,13,-3,2,39
CCCCc1ccc(N2C(=O)[C@@H]3C(CC(N)=O)NC4(C(=O)Nc5ccc(F)cc54)[C@@H]3C2=O)cc1 (some centres undefined),4,i,3,9,i,1,0,0,-1
COc1ccccc1NC(=S)N1CCN(Cc2ccc3c(c2)OCO3)CC1,-1,i,-6,-2,i,-10,-14,-79,-5
COc1ccc(N=Cc2ccc[nH]2)cc1,3,i,-9,-2,i,5,-1,-4,-9
CCC1SC2=NC(C)=C(C(=O)OCCOC)C(/C=C/c3ccccc3OC)N2C1=O (centres undefined),-2,i,-18,5,i,-17,-6,35,6
Cc1noc(C)c1S(=O)(=O)N(C)C[C@H]1Oc2ccc(NC(=O)C3CCCCC3)cc2C(=O)N([C@H](C)CO)C[C@@H]1C,5,i,-11,-5,i,5,-5,12,-12
Cc1ccc2c(C)ccc(O)c2n1,-3,i,-1,-4,i,1,3,2,0
O=C(O)CCn1c(=O)c2ccccc2c2ccccc2c1=O,-1,i,6,1,i,-3,1,9,-6
NC(=O)N/N=C/c1cn(-c2ccccc2)nc1-c1ccccc1,-1,i,-4,-9,i,2,-2,-6,2
O=S(=O)(c1cccc2cccnc12)N1CCCc2ccccc21,-1,i,-4,-6,i,-2,-9,-3,4
CCOc1ccccc1C(=O)NC(C(=O)NCc1ccccc1OC)C(C)C (centres undefined),0,i,-3,-1,i,0,-2,9,-2
COc1ccc([C@@H]2CC=C(C(=O)O)CN2S(=O)(=O)c2ccc(C)cc2)cc1OC,5,i,9,-3,i,-2,0,-7,-7
Cc1ccc(C(=O)N/C(=C\c2cn(S(=O)(=O)N(C)C)c3ccccc23)C(=O)N2CCCC2)cc1,1,i,24,9,i,-2,0,2,86*

# Laid out differently: 4 of the compounds above
# Values in the order – Rin1-Abl PPI inh, Neddyl block, SKN-1 inh, NadD block, Rpn11 block, MT1-MMP act inh, CSN inh, PABP1 MLLE inh, FAS TE block
- NC(=O)N/N=C/c1cn(-c2ccccc2)nc1-c1ccccc1
→ -1, i, -4, -9, i, 2, -2, -6, 2
- O=S(=O)(c1cccc2cccnc12)N1CCCc2ccccc21
→ -1, i, -4, -6, i, -2, -9, -3, 4
- CCOc1ccccc1C(=O)NC(C(=O)NCc1ccccc1OC)C(C)C (centres undefined)
→ 0, i, -3, -1, i, 0, -2, 9, -2
- COc1ccc([C@@H]2CC=C(C(=O)O)CN2S(=O)(=O)c2ccc(C)cc2)cc1OC
→ 5, i, 9, -3, i, -2, 0, -7, -7
